NSD2 HMT inh: NSD2 histone methyltransferase inhibitors, primary screen, biochemical, AlphaScreen, single concentration, set 2; 0.54% of 310,000 active; NSD2 peptide methylation, 120 min; Histone-lysine N-methyltransferase NSD2 (Homo sapiens), O96028; inhibition, % at 12.5 µM; in the data active = inhibition above about 50%
PKA-R2B activ: activators of PKA-R2B holoenzyme, primary screen, biochemical, fluorescence polarization, Cy5-IP20, human. cAMP-dependent protein kinase catalytic subunit beta (Homo sapiens) + cAMP-dependent …. PKA-R2B holoenzyme dissociation; R2B truncated from residue 108, S112A mutant; 0% DMSO only, 100% 113 µM cGMP. activation, % at 11.4 µM. 0.079% of 340,000 active. AID 504700, 2011;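 active = activation above a cutoff set at the mean over all compounds plus 3 SD, cut at about 18% in these data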;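 also: higher means more holoenzyme dissociation and a rise in polarization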
Target sequence (P31323 whole entry, looked up, other chains not shown, the tested form may be a part): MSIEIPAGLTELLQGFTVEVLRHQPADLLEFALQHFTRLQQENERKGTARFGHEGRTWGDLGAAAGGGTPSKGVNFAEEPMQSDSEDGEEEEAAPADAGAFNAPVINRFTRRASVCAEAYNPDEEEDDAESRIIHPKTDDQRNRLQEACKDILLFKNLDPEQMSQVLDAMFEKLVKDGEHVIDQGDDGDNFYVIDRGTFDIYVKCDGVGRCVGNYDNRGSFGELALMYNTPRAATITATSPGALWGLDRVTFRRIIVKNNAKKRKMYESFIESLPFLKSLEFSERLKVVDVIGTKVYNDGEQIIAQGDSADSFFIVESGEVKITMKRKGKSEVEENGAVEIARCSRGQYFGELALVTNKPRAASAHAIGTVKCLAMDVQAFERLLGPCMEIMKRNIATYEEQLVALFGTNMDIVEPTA
SR-BI DiI-HDL act: activators of SR-BI mediated DiI-HDL uptake, primary screen, ldlA[mSR-BI] CHO cells, DiI fluorescence | 3 h; 100 = double the neutral-control signal | activation, % at 12.5 µM | 0.096% of 320,000 active;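 active = mean replicate activation of at least 60% and every replicate at or above 60%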;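 also: 0% = median plate neutral-control signal and 100% = twice that signal; values of inactives mirror those of a sister screen read the other way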
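System: LDL receptor-deficient CHO ldlA cells overexpressing murine SR-BI | Timing: 3 h uptake period with compound, 37 °C | Medium: HEPES-buffered (25 mM, pH 7.4) F12 plus 0.5% BSA | Dosing: Single-point compound dose | Signal: Bottom-read fluorescence, 550/595 nm | Read-out: Retained DiI signal reflecting DiI-HDL uptake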
DAGLB inhibitor: DAGLB lipase inhibitors, primary screen, biochemical, fluorescence, HTS; HEK293T DAGLB membrane lysate, EnzChek fluorogenic substrate; AID 504411, 2011; inhibition, % at 5.17 µM; Diacylglycerol lipase-beta (Homo sapiens), Q8NCG7; 0.059% of 340,000 active; in the data active = inhibition above about 34%;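 also: 0% = enzyme with vehicle and 100% = wells lacking enzyme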
Target sequence (Q8NCG7 whole entry, looked up): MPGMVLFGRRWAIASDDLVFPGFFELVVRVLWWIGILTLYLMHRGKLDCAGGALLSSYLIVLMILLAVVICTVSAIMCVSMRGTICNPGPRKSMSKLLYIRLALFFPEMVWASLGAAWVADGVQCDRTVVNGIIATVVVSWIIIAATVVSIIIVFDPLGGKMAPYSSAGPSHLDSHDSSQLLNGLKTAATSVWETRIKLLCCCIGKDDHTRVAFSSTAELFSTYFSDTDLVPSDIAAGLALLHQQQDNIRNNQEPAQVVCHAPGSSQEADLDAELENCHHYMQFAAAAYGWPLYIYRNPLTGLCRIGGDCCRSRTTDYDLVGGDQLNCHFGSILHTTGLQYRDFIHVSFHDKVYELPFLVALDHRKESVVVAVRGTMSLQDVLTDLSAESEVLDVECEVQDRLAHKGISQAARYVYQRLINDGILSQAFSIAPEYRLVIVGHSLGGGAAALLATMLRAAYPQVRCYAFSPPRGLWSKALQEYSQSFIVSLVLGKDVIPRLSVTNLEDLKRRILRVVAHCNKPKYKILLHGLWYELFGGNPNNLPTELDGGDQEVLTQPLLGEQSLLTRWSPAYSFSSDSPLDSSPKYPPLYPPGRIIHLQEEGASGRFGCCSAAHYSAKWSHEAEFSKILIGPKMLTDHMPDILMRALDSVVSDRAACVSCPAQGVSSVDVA
Arr AP2 block: inhibitors of beta-arrestin/AP2 binding, primary screen, biochemical, GPCR trafficking, flow cytometry; 0.31% of 340,000 active; inhibition, % at 10 µM; FITC-arrestin peptide / GST-AP2 beads; AP2 beta2 appendage carries R879A mutation; AID 504490, 2011;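 active = inhibition above a set limit, near 3 SD of compounds lacking own fluorescence, cut at about 54% in these data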;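 also: plate controls were DMSO wells for no effect and 5 µM unlabelled arrestin peptide for full effect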
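System: GST-AP2 R879A glutathione beads; medium: PBS, Tween 20 0.05%, BSA 0.1%; reagent: fluorescein-tagged arrestin peptide at 50 nM final; schedule: pre-incubation 12 min, peptide binding 1 h, room temperature; detection: flow cytometry, FL1 (488/535 nm); read-out: inhibition as reduced fluorescein signal on beads, percent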
SR-BI HDL uptake: inhibitors of SR-BI mediated HDL lipid uptake, primary screen, ldlA[mSR-BI] cells, fluorescence, single point | Scavenger receptor class B member 1 (Mus musculus), Q61009 | ldlA[mSR-BI] CHO cells, DiI-HDL uptake fluorescence, 3 h | inhibition, % at 12.5 µM | 0.96% of 320,000 active;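 active = mean replicate inhibition of at least 70% and a set share of replicates each scoring 70 or more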;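 also: 0% = median of neutral control wells and 100% = median of positive control wells; values of inactives mirror those of a sister screen read the other way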
C-LANA FP: inhibitors of KSHV C-LANA binding to DNA, primary screen, biochemical, fluorescence polarization, FAM-LBS DNA, MBP-C-LANA, single point | inhibition, % at 9 µM | 0.078% of 340,000 active;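 active = highest replicate inhibition at or above 60% at 9 µM, even if other replicates fall short; inactive = all replicates below 60% inhibition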;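 also: 0% = neutral control wells and 100% = 4 µM acridine orange control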
PvdQ acylase: P. aeruginosa PvdQ acylase inhibitors, primary screen, biochemical, fluorescence, plate reader and imaging, single point | PvdQ acylase [Pseudomonas aeruginosa LESB58] | 0.063% of 340,000 active | AID 488965, 2010 | purified PvdQ acylase | inhibition, % at 10 µM; in the data active = inhibition above about 30%, passing the limit was not always enough;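 also: 0% = vehicle neutral wells and 100% = reference inhibitor wells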
RTF Ca sens inh: cardiac RTF calcium sensitivity inhibitors, primary screen, biochemical, IANBD-TnC fluorescence, EC70 calcium | IANBD-labeled cardiac RTF, Ca2+ fluorescence | inhibition, % at 7.15 µM | 0.12% of 340,000 active | AID 493244, 2011;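 active = inhibition above the mean inhibition of all tested compounds plus 3 SD, cut at about 17% in these data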;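 also: assay run at fixed EC70 calcium of 1.6 mM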
Keap1 Nrf2 FP: Keap1-Nrf2 protein-protein interaction inhibitors, primary screen, biochemical, fluorescence polarization, single point; Kelch-like ECH-associated protein 1 (Homo sapiens), Q14145; Keap1 Kelch-Nrf2 peptide fluorescence polarization, 1536-well; inhibition, % at 9.4 µM; 0.15% of 340,000 active; in the data active = inhibition above about 12%;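 also: human Keap1 Kelch domain with fluorescein labeled Nrf2 9mer peptide probe; 0% = neutral control wells and 100% = peptide positive control; higher means more block of Keap1 binding to Nrf2 peptide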
Starred values were filed as active, the others as inactive; . = no result given.

SMILES	NSD2 HMT inh	PKA-R2B activ	SR-BI DiI-HDL act	DAGLB inhibitor	Arr AP2 block	SR-BI HDL uptake	C-LANA FP	PvdQ acylase	RTF Ca sens inh	Keap1 Nrf2 FP
Cc1cc(=O)oc(C)c1C(=O)NC1CC(C)(C)NC(C)(C)C1	-2.1	-6.7	2.3	-0.2	27.9	-2.3	0.9	17.5	0.9	-1.0
O=C(/C=C/c1c(Cl)cccc1Cl)N1CCN(c2ncccn2)CC1	1.7	4.5	-1.8	-7.0	19.8	1.8	-1.1	11.4	2.8	-2.1
O=C(NN=Cc1ccc(N2CCOCC2)cc1)c1cc2ccccc2cc1O	-0.1	1.6	-48.9	-4.3	-9.0	48.9	1.4	-14.7	-7.9	-4.6
COc1ccc(NC(=O)NC2CCCc3ccccc32)c(OC)c1 (configuration not stated)	-4.7	-2.1	-62.1	-1.4	38.9	62.1	0.2	-2.2	0.4	0.2
COCCn1c(Sc2nc(C)cs2)nc2c1c(=O)[nH]c(=O)n2C	-2.5	0.1	35.6	0.4	1.6	-35.6	0.4	12.0	2.6	-6.7
O=C(C1CC1)N1c2ccccc2Sc2ccccc21	-6.5	-0.7	-6.4	0.2	0.3	6.4	0.7	1.7	1.0	-3.5
Cc1ccccc1OCc1nc2ccccc2c(=O)n1/N=C/c1cn[nH]c1-c1ccccc1	-1.4	-1.8	-16.3	-6.4	15.4	16.3	0.6	-0.1	-8.5	3.0
CC(=O)N1CCN(c2nc3ccc(Br)cc3s2)CC1	-1.4	-4.3	3.4	-0.2	11.0	-3.4	-2.6	-1.0	-1.1	0.5
Cc1cccc(-c2nc(C#N)c(NCC3CCCO3)o2)c1 (configuration not stated)	-4.9	8.7	12.2	-1.7	9.1	-12.2	4.6	-18.8	0.4	-0.7
Brc1ccc(Sc2cnc3ccccc3n2)cc1	-9.6	-9.9	10.3	-11.2	-4.4	-10.3	2.8	9.4	-9.7	1.7
C=C1CCN(C(C(=O)OC)C(C)C)S(=O)(=O)c2ccccc21 (configuration not stated)	.	-7.2	4.1	-4.5	22.2	-4.1	2.2	-1.7	-10.1	2.9
CC(=O)Nc1ccc(NC(=O)CCc2ccc(C)o2)cc1	-1.4	3.9	23.6	-0.6	-2.3	-23.6	0.9	-17.6	-13.1	-2.2
O=C1CSC(c2cccc([N+](=O)[O-])c2)N1CCc1ccccc1 (configuration not stated)	3.7	-7.0	-0.5	-4.5	1.3	0.5	-1.1	-9.1	-6.9	0.9
COc1ccc(Cl)cc1NC(=O)CN(C)C(=O)c1sccc1-c1ccccc1	-1.4	-5.1	-37.7	-4.7	-6.5	37.7	-0.9	-11.4	-2.2	-7.3
Cc1c(N2C(=O)C3C4C=CC(C5CC45)C3C2=O)c(=O)n(-c2ccccc2)n1C (configuration not stated)	-1.8	4.5	23.5	-0.2	2.0	-23.5	-1.6	-12.1	-5.2	-4.3
O=S(=O)(Cc1ccc(Cl)cc1)NCc1ccc2c(c1)OCO2	-2.2	-8.2	7.7	-4.1	-7.5	-7.7	0.4	-15.2	-6.1	-3.8
Cc1ccc(C(=O)NCc2ccc3c(c2)OCO3)cc1	-0.6	-8.9	14.0	-1.1	8.8	-14.0	-1.0	-0.6	5.2	0.4
CC1(C)C(=O)OC(/C=C/c2cccc([N+](=O)[O-])c2)C(C)(C)C1=O (configuration not stated)	-0.8	-2.9	-27.1	-8.6	1.6	27.1	-0.5	5.6	-2.4	-1.9
COc1ccc2[nH]cc(CCNC(=O)CCC3CCCCC3)c2c1	5.2	-1.2	5.3	-0.2	8.3	-5.3	0.1	-4.0	-2.3	-3.7
Cc1ccc(S(=O)(=O)N2CCC(C(=O)C3C(=O)CC(C)(C)CC3=O)CC2)cc1	3.3	1.9	12.5	-0.8	14.9	-12.5	-0.5	10.5	0.8	-3.8
O=c1cc(O)c2sc(Nc3ccc(F)c(Cl)c3)nc2[nH]1	-3.1	.	-37.0	.	-2.2	37.0	0.4	-5.9	.	-6.3
CCOc1ccccc1C(=O)NCC(=O)OCCCOC(=O)CNC(=O)c1ccccc1OCC	0.7	8.2	-84.4	-0.6	1.4	84.5*	2.7	-1.2	-8.1	2.6
COCCCNC(=O)c1cn(CCOC)c(=O)c2c1c1ccccc1n2C	-1.9	8.4	3.4	2.9	6.6	-3.4	-1.6	-1.2	-0.3	4.6
COc1c(C)cc(S(=O)(=O)NCCN2CCOCC2)c(C)c1C	-2.0	-5.4	11.1	-0.6	10.2	-11.1	0.6	-16.7	-12.0	-4.1
c1ccc(COc2cccc(CN3CCc4ccccc4C3)c2)cc1	-2.5	5.2	3.8	-1.0	-0.1	-3.8	-2.7	-13.3	-11.6	-2.5

The list goes on:
SMILES	NSD2 HMT inh	PKA-R2B activ	SR-BI DiI-HDL act	DAGLB inhibitor	Arr AP2 block	SR-BI HDL uptake	C-LANA FP	PvdQ acylase	RTF Ca sens inh	Keap1 Nrf2 FP
CNC(=S)NNC(=O)c1sc2cc(C(F)(F)F)cnc2c1-c1cccnc1	-1.5	-5.2	1.5	3.9	-14.9	-1.5	-1.5	13.0	-11.8	-1.1
CCCNC(=O)/C=C/C(=O)O	-3.0	-0.8	11.9	1.1	3.8	-11.9	-0.1	-6.0	-6.7	-3.7
COc1ccc(Nc2cc(=O)n(-c3ccccc3)c3c2c(=O)n(C)c(=O)n3C)cc1	-1.6	.	-16.4	.	-16.7	16.4	-1.0	-10.1	.	-6.2
COc1ccc(N2CCN(C(=O)c3ccc4c(=O)n(CCc5ccc(OC)c(OC)c5)c(=O)[nH]c4c3)CC2)cc1	-2.8	2.4	-48.2	0.2	4.8	48.2	-0.8	-4.0	6.0	0.8
O=C(c1ccc(Cl)cc1Cl)C1(n2cncn2)Oc2ccccc2C1O (configuration not stated)	2.0	6.7	14.3	-2.2	19.2	-14.4	1.0	6.3	-8.5	1.6
CCc1noc(C)c1C(=O)Nc1ccc(F)c(F)c1	-0.7	0.6	-1.9	0.7	-8.1	1.9	-0.2	-12.2	-13.1	2.3
CN(CC(=O)Nc1ccc(F)cc1)C(=O)C1CCCC1	0.6	-2.0	17.8	-2.3	33.5	-17.8	-1.8	7.3	-4.0	0.5
O=C(Cc1c(F)cccc1Cl)Nc1cccnc1	-5.0	-13.8	-8.4	3.5	2.1	8.4	-1.6	-3.4	-7.0	1.9
O=c1cc(CSc2nc(NCc3ccc(Cl)cc3)c3ccccc3n2)nc2ccc(Cl)cn12	-22.7	10.9	-3.8	-1.1	10.2	3.8	-1.1	-12.2	-5.6	-3.3
CCOC(=O)C1=C(COC(=O)c2cccc(Cl)c2)NC(=O)NC1C (configuration not stated)	-0.6	-1.6	-12.8	-0.7	-25.8	12.8	0.2	15.4	-1.3	3.3
Cc1ccn(C)c(=N)c1	-1.1	-1.5	6.3	-4.9	-3.8	-6.3	1.6	-15.3	0.1	-1.9
CCSc1nnc(NC(=O)CCNC(=O)c2ccccc2Cl)s1	7.9	-2.4	5.0	-0.3	-6.1	-5.0	-0.1	-9.4	0.8	3.9
CSCCC(NS(=O)(=O)c1ccc(C)cc1)C(=O)N1CCN(C(c2ccccc2)c2ccccc2)CC1 (configuration not stated)	-0.8	-10.1	4.7	-2.5	-0.7	-4.7	-1.2	-5.7	-12.6	-2.5
COc1ccc(N=C2NC(=O)CS2)c([N+](=O)[O-])c1	-1.8	4.9	25.2	5.0	2.6	-25.2	0.1	-3.2	-10.7	-0.3
Cc1ccc(S(=O)(=O)[N-]c2nc3ccccc3nc2-n2cc[n+](CCC(C)C)c2)cc1	2.0	-4.6	14.3	1.2	1.8	-14.3	-0.7	-5.4	-2.5	-6.1
CCOC(=O)c1c(NC(=O)C2C3CCC(O3)C2C(=O)O)sc2c1CCCC2 (configuration not stated)	3.5	-15.3	11.5	2.7	-6.9	-11.5	-0.5	1.3	9.7	-0.8
CCOc1ccc(NC(=O)COC(=O)C2(C)CC2(Cl)Cl)c([N+](=O)[O-])c1 (configuration not stated)	21.4	1.8	-4.7	-10.5	11.9	4.7	-0.3	1.0	-4.2	-3.0
COc1ccc(C)cc1NC(=O)c1ccc2c(c1)OCO2	-1.8	2.5	-18.7	-4.2	-4.5	18.7	2.2	-2.3	1.9	0.4
COc1ccc(C(CNC(=O)c2cc3c(s2)CCC(C)C3)N2CCCC2)cc1 (configuration not stated)	9.8	-2.4	-15.1	-2.6	9.0	15.1	-2.6	-7.3	-8.8	-4.9
C=CC[C@@H](CC(=O)N[C@H](CO)Cc1ccccc1)C(=O)N[C@H](C)COC(=O)[C@@H](CC=C)Cc1ccc(F)cc1	.	6.7	-47.5	-1.9	-4.3	47.5	-0.8	-16.4	-6.7	1.5
CCn1c(=O)cc(OCC(=O)NCCCN2CCN(c3cccc(Cl)c3)CC2)c2ccccc21	3.2	-0.2	-52.4	0.2	-2.0	52.4	0.9	-14.5	-0.2	-2.1
COc1ccc(CNS(=O)(=O)c2ccc(S(=O)(=O)NC3CC3)cc2)cc1	8.5	3.1	.	-2.0	14.7	.	2.4	-7.0	7.2	3.3
Cc1cccc(CCN(C(=O)c2snc(C(N)=O)c2N)C(C(=O)NCC2CCCO2)c2ccc(F)cc2)c1 (configuration not stated)	-4.8	-4.0	-20.9	1.0	18.8	20.9	2.4	-8.3	1.3	-1.2
CC(=O)Nc1nc2ccc(S(=O)(=O)N3CCCC3)cc2s1	.	10.6	-15.3	0.3	11.1	15.3	-1.3	-1.9	-12.4	-0.7

Pulled by structure from the list above, two records:
SMILES	NSD2 HMT inh	PKA-R2B activ	SR-BI DiI-HDL act	DAGLB inhibitor	Arr AP2 block	SR-BI HDL uptake	C-LANA FP	PvdQ acylase	RTF Ca sens inh	Keap1 Nrf2 FP
Cc1ccc(S(=O)(=O)[N-]c2nc3ccccc3nc2-n2cc[n+](CCC(C)C)c2)cc1	2.0	-4.6	14.3	1.2	1.8	-14.3	-0.7	-5.4	-2.5	-6.1
Cc1ccn(C)c(=N)c1	-1.1	-1.5	6.3	-4.9	-3.8	-6.3	1.6	-15.3	0.1	-1.9

Some of these compounds in order of the Arr AP2 block value, smallest number first.
structure | Arr AP2 block
COc1ccc(Nc2cc(=O)n(-c3ccccc3)c3c2c(=O)n(C)c(=O)n3C)cc1 | -16.7
CC1(C)C(=O)OC(/C=C/c2cccc([N+](=O)[O-])c2)C(C)(C)C1=O (configuration not stated) | 1.6
COc1ccc(NC(=O)NC2CCCc3ccccc32)c(OC)c1 (configuration not stated) | 38.9
